# Screening results from PubChem BioAssay.
# hIAP activ – increases human intestinal alkaline phosphatase activity. P09923. purified human IAP, CDP-Star luminescence, 30 min; active compounds read high; 1 = vehicle-only enzyme, 0 = enzyme-free background. activation factor at 10 µM. hit rate 0.16% among 330,000. AID 2524;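 active = activation factor of the enzyme at least 2-fold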; also: the source names both 10 and 20 µM as test concentration; values of inactives mirror those of a sister screen read the other way
# Target sequence (P09923 whole entry, looked up): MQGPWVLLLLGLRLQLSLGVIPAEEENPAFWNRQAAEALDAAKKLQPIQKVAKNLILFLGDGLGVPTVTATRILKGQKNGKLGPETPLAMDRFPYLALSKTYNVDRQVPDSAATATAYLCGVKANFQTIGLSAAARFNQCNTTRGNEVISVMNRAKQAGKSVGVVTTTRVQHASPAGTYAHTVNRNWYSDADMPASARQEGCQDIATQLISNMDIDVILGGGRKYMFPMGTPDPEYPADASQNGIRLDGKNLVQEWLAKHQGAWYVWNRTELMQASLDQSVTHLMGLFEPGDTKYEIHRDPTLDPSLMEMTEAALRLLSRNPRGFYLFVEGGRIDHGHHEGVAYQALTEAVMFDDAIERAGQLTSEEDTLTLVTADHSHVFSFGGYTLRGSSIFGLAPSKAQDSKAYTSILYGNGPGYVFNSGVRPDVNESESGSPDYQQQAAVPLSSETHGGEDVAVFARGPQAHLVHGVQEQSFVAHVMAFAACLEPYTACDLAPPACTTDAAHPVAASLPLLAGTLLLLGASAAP
# MPTP block – blocks calcium-induced mitochondrial swelling. hit rate 1.4% among 360,000. inhibition, % at 10 µM. isolated mouse mitochondria, Ca2+ swelling absorbance, 30 min;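 active = inhibition of 50% or more, scaled per plate between neutral and stimulator controls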;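 also: 0% = DMSO wells given calcium and 100% = 1 mM EGTA wells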
# beta cell repl – induces beta-cell replication in MIN6 cells | MIN6 cells proliferation, ATPlite luminescence, 48 h; cells starved in 0.2% serum; 100% = growth in 10% serum | proliferation, % at 10 µM | hit rate 0.29% among 330,000 | AID 2380;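 active = compounds whose signal lies at least 3.5 SD above the mean of all wells on their plate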;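 also: 0% = DMSO-treated cells in low-serum medium and 100% = 10% serum control; some compounds called inactive have numbers as strong as hits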
# hIAP block – human IAP inhibition; P09923; purified IAP, CDP-Star luminescence, 30 min; inhibition, % at 10 µM; hit rate 0.12% among 330,000;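 active = inhibition reaching a set limit with compound at 10 µM in the primary screen, cut at about 35% in these data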;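 also: plate controls were DMSO wells with enzyme for no effect and no-enzyme buffer wells for full effect; values of inactives mirror those of a sister screen read the other way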
# NR3A LBD binder – modulators (binders) of human NR3A ligand-binding domain; AID 1259313; NR3A LBD differential scanning fluorimetry, Tm shift; 0% = protein alone, 100% = glycine-bound protein; hit rate 2.5% among 340,000; Tm shift relative to glycine control, % at 25 µM;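 active = melting temperature shift of at least 10% of the positive control shift, at one fixed dose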
# mIAP act – mouse IAP activation | muIAP, CDP-Star luminescence, 30 min; active compounds read high; 1 = vehicle-only enzyme signal, 0 = enzyme-free wells | activation factor at 10 µM | hit rate 0.24% among 330,000 | AID 2805;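 active = activation factor of at least 2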; also: the source names both 10 and 20 µM as test concentration; values of inactives mirror those of a sister screen read the other way
#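 Assay system: mouse IAP enzyme; Reagent: CDP-Star chemiluminescent phosphatase substrate; Compound: DMSO-dissolved test compounds; Incubation: 30 min, room temperature; Technique: luminescence from enzymatic CDP-Star hydrolysis; Controls: DMSO-only wells and no-enzyme negative control.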
# mIAP block – mouse IAP inhibition | purified mouse IAP, CDP-Star luminescence, 30 min | inhibition, % at 10 µM | hit rate 0.2% among 330,000 | AID 2806;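 active = inhibition of at least 40% at 10 µM in the primary screen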;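 also: plate controls were DMSO with enzyme for no effect and no enzyme wells for full effect; values of inactives mirror those of a sister screen read the other way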
# APOBEC3G inh – inhibitors of human APOBEC3G DNA deaminase | recombinant A3G, ssDNA deamination FAM/TAMRA fluorescence | hit rate 0.28% among 330,000 | inhibition, % at 20 µM | Q9HC16;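 active = inhibition of at least 40% at 20 µM, with no more than 30% in the related APOBEC3A deaminase screen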;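 also: plate controls were DMSO wells with A3G for no effect and wells lacking A3G enzyme for full effect; some compounds called inactive have numbers as strong as hits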
# A3A deaminase – inhibitors of human APOBEC3A DNA deaminase; hit rate 0.41% among 330,000; P31941; AID 493011; inhibition, % at 20 µM; recombinant A3A, FAM/TAMRA ssDNA deamination fluorescence;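 active = at least 40% inhibition at 20 µM here, with at most 30% in a related deaminase screen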;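 also: plate controls were A3A with DMSO for no effect and wells lacking A3A enzyme for full effect; some results filed as inactive read as strong as hits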
# Target sequence (P31941 whole entry, looked up): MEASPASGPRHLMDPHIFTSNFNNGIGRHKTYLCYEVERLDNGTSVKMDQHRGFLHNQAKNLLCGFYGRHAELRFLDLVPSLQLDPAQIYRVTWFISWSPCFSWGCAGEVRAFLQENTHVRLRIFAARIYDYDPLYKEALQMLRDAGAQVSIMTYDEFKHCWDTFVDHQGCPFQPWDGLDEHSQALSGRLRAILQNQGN
# Numbers without * were called inactive; x = not tested or not shown.
SMILES,hIAP activ,MPTP block,beta cell repl,hIAP block,NR3A LBD binder,mIAP act,mIAP block,APOBEC3G inh,A3A deaminase
O=c1[nH]c2cc3c(cc2cc1CN(CCO)S(=O)(=O)c1ccccc1)OCCO3,0.97,0.6,-3,3,-1,1,-2,3,6
c1cncc(-c2nc(N3CCOCC3)c3ccccc3n2)c1,1.1,0.2,4.8*,-13,0,0.95,5,-6,-3
O=C(CCNC(=O)c1ccc([N+](=O)[O-])cc1)NCCc1ccc(Cl)cc1,0.9,1.8,2,10,1,1,-2,5,20
CC(Cc1ccccc1)C(=O)N(C)Cc1cccnc1 (centres undefined),0.99,-2.7,-1,0,8,1,-4,-4,-2
CC(C)(C)NC(=O)CN(C(=O)CNC(=O)c1cccs1)c1ccc2c(c1)OCCO2,1,-1.8,-3,-3,2,1.2,-18,-9,-4
Cc1nc(SCc2ccccc2)[nH]c(=O)c1CC(=O)OCC(C)C,1,0.4,2,-4,-1,1.1,-11,6,3
Cc1ccc(NC(=O)CNc2cccc(S(=O)(=O)N3CCOCC3)c2)cc1F,0.92,1.2,-3,8,-1,1,-3,-9,6
COc1cc(NC(=O)CSc2nc3cc(C)ccc3cc2C)c(C(=O)O)cc1OC,1.9,2.5,0,-88,-7,1,-4,-2,1
COc1ccc(Cl)cc1NC(=O)CN1CCc2ccccc21,1.1,2.5,0,-5,-4,0.92,8,-2,-2
CN(C)c1nn(C(=O)Nc2ccc(Cl)cc2Cl)cc1-c1ccccc1,0.87,1.0,-4,13,-1,1.1,-10,-5,-2
Cc1cc(Oc2ccc(=O)n(C)n2)nc(Oc2ccc(=O)n(C)n2)n1,0.99,1.3,2,1,0,0.99,1,-4,15
CCn1c(SCC(=O)N2CCc3ccccc32)nnc1-c1ccncc1,1.1,-0.4,-3,-7,-1,1.1,-9,20,49*

# Whole records, quoted from the list:
# `O=c1[nH]c2cc3c(cc2cc1CN(CCO)S(=O)(=O)c1ccccc1)OCCO3` in the list: hIAP activ: 0.97; MPTP block: 0.6; beta cell repl: -3; hIAP block: 3; NR3A LBD binder: -1; mIAP act: 1; mIAP block: -2; APOBEC3G inh: 3; A3A deaminase: 6
# `CCn1c(SCC(=O)N2CCc3ccccc32)nnc1-c1ccncc1` in the list: hIAP activ: 1.1; MPTP block: -0.4; beta cell repl: -3; hIAP block: -7; NR3A LBD binder: -1; mIAP act: 1.1; mIAP block: -9; APOBEC3G inh: 20; A3A deaminase: 49*

# A section of the results above:
SMILES,hIAP activ,MPTP block,beta cell repl,hIAP block,NR3A LBD binder,mIAP act,mIAP block,APOBEC3G inh,A3A deaminase
O=c1[nH]c2cc3c(cc2cc1CN(CCO)S(=O)(=O)c1ccccc1)OCCO3,0.97,0.6,-3,3,-1,1,-2,3,6
c1cncc(-c2nc(N3CCOCC3)c3ccccc3n2)c1,1.1,0.2,4.8*,-13,0,0.95,5,-6,-3
O=C(CCNC(=O)c1ccc([N+](=O)[O-])cc1)NCCc1ccc(Cl)cc1,0.9,1.8,2,10,1,1,-2,5,20
CC(Cc1ccccc1)C(=O)N(C)Cc1cccnc1 (centres undefined),0.99,-2.7,-1,0,8,1,-4,-4,-2
CC(C)(C)NC(=O)CN(C(=O)CNC(=O)c1cccs1)c1ccc2c(c1)OCCO2,1,-1.8,-3,-3,2,1.2,-18,-9,-4
Cc1nc(SCc2ccccc2)[nH]c(=O)c1CC(=O)OCC(C)C,1,0.4,2,-4,-1,1.1,-11,6,3

# The list goes on.
SMILES,hIAP activ,MPTP block,beta cell repl,hIAP block,NR3A LBD binder,mIAP act,mIAP block,APOBEC3G inh,A3A deaminase
CSc1nc(-c2ccccc2)nc(C(C)C)n1,0.91,-1.4,8,9,3,0.97,3,-5,-3
Cc1cc(C)nc(SCC(=O)NN=Cc2ccc(C)o2)n1,1.1,0.2,-2,-7,-1,1,-2,39,-1
COc1cccc(CC2(CO)CCN(Cc3ccc(NC(C)=O)cc3)CC2)c1,1,-1.8,3,-2,0,0.98,2,-10,-4
O=C(Cn1cc(/C=N/NC(=O)c2cccc3ccccc23)c2ccccc21)Nc1ccc(F)cc1,0.91,1.9,-2,9,9,1,-1,-5,2
Cc1ccccc1OCCC(=O)Nc1c(C)n(C)n(-c2ccccc2)c1=O,1.1,0.1,-2,-9,1,1.1,-10,7,5
CC(C)c1nnc(SCC(=O)N2CCc3ccccc32)n1C,0.86,-0.7,-4,14,-2,1,-4,-1,0
Cc1ccc(CS(=O)Cc2ccc(C(=O)NCc3cccs3)o2)cc1 (centres undefined),1,-0.7,2,-2,0,0.97,3,-4,2
Cc1nn2c(-c3ccc(Cl)cc3Cl)nnc2s1,0.78,-3.8,3,22,-7,1.1,-6,0,17
COc1ccc(/C=C2\CN(Cc3ccccc3)C/C(=C\c3ccc(OC)cc3OC)C2=O)c(OC)c1,1.1,2.6,-6,-13,1,0.89,11,-1,5
CN1CCN(S(=O)(=O)c2ccc(C#N)cc2)C(c2ccccc2)C1 (centres undefined),1.1,-1.4,-2,-9,1,0.88,12,-5,1
CCCCCN1C=CC=C/C1=C\C=C(C#N)C#N,1.4,0.4,-3,-37,1,0.9,10,-7,-8
NCCNC(=O)Cn1c(=O)c2c3c(sc2n(Cc2ccccc2)c1=O)CCCC3,1,-1.0,-6,-4,0,1.1,-6,0,-1
O=C(CNC(=O)c1ccc(Cl)cc1)NC(CO)c1ccccc1 (centres undefined),1,-0.8,1,-2,1,0.99,1,-8,0
COC(=O)C1=COC(C)C2CN3CCc4c([nH]c5ccccc45)C3CC12 (centres undefined),0.86,0.0,-2,14,-1,0.9,10,-72,-26
C/C(=N\OCC(=O)OCC(=O)Nc1cc(S(C)(=O)=O)ccc1Cl)c1ccc2c(c1)OCO2,1.1,-0.4,-3,-6,0,0.99,1,-9,-6
CN(C)C1=NCCN1CC1CCCCC1,1,-0.1,0,-2,-1,1.1,-12,-6,-3
CCCCC(=O)N(Cc1ccc(-c2ccccc2-c2nn[nH]n2)cc1)[C@H](C(=O)O)C(C)C,0.8,x,-2,20,x,1,-2,-8,-2
Cc1ccc(S(=O)(=O)N2CCOCC2)cc1NC(=O)COC(=O)CNC(=O)c1ccc(Oc2ccccc2)cc1,1.2,2.7,0,-16,-5,0.77,23,-2,3
O=S(=O)(Nc1ccc(C(F)(F)F)cn1)c1ccccc1,1,2.0,0,-1,1,1.1,-12,-9,2
c1ccc(CSCc2cn3ccccc3n2)cc1,1.1,0.3,0,-7,4,0.95,5,-2,1
O=C(Nc1cccc(NC(=O)C2CC3CCCC(C2)C3=O)n1)C1CC2CCCC(C1)C2=O (centres undefined),0.98,0.1,-2,2,-1,1.1,-9,-6,-1
COc1cccc(NC(=O)Cc2cccs2)c1,0.99,-4.3,-2,1,1,0.98,2,-3,0
CSCCC(C(=O)O)N1C(=O)c2ccc(C(=O)O)cc2C1=O (centres undefined),1,-0.5,2,-2,-2,1,-2,-6,-1
O=C(CNC(=O)c1cccc(F)c1)N/N=C/c1cccnc1,1.1,-1.1,-1,-5,1,1,-3,-2,-5
COc1cc(NC(=O)C/C(C)=N/NC(=O)Cc2ccccc2)c(OC)cc1Cl,1,0.0,0,0,-4,1,-3,-1,3
COc1ccc(CNC(=O)[C@@H](C)NC(=O)[C@@H]2Cc3ccccc3CN2)cc1,0.8,-1.3,-2,20,-4,0.97,3,-6,-3
COc1ccc(C2(C)NC(=O)N(Cc3cc(Cl)cc4c3OCOC4)C2=O)cc1OC (centres undefined),1.2,3.0,15*,-18,-3,0.99,0,-2,3
COC(=O)c1ccc(OC)c(NS(=O)(=O)c2ccc(-n3cnnn3)cc2)c1,1.2,-1.0,-2,-17,2,1.1,-8,-11,-6
Cn1cccc1CC(=O)N/N=C/C=C/c1ccccc1,0.88,-1.1,2,12,3,0.98,2,-8,-3
COC(=O)c1ccc(C2C(C(=O)c3cc4ccccc4o3)=C(O)C(=O)N2c2cc(C)on2)cc1 (centres undefined),1.1,-1.0,-4,-15,-6,0.91,9,-6,-7
O=C1CC(C(=O)N2CCc3ccccc32)CN1c1ccc(F)cc1 (centres undefined),0.89,-0.4,1,11,0,0.97,3,-8,0
Nc1nnc(CCCCCc2nnc(N)s2)s1,0.86,-1.0,0,14,2,0.95,5,-8,2
COc1ccc(CN(C)C(=O)COC(=O)c2cc([N+](=O)[O-])ccc2N2CCCC2)c(OC)c1OC,0.97,0.3,-1,3,4,0.85,15,-1,0
Cc1cccc(C)c1NC(=O)CN(C)C(=O)c1cc([N+](=O)[O-])ccc1N1CCOCC1,0.99,-1.1,0,1,1,0.96,4,7,2
Clc1ccccc1-c1nc2nc3ccccc3nc2n1-c1ccc2c(c1)OCO2,0.95,1.0,-2,5,-15,0.83,17,-4,0
O=C(O)CSc1nc2ccccc2nc1Cc1ccccc1F,0.96,-0.2,0,4,1,0.97,2,-3,-1
COc1ccc2[nH]c(=O)c(CNc3cccc(C)c3)cc2c1,1,-2.2,-2,-5,-2,0.92,8,-1,1
COc1ccc(S(=O)(=O)N2CCN(C(=O)CN3C(=O)NC(C)(c4ccc5ccccc5c4)C3=O)CC2)cc1 (centres undefined),0.89,-0.2,-1,12,5,1,0,3,5
COc1ccc(OC)c(-c2csc(N(C)C(=O)c3ccco3)n2)c1,0.78,0.7,1,22,4,0.95,5,-7,-8
COc1ccc(NC(=O)C2CCCN(C(=O)c3ccc(Cl)cc3)C2)cc1Cl (centres undefined),0.88,0.0,-3,12,-4,1.3,-34,-4,1
O=C(Nc1nc2ccccc2s1)C1CC(=O)N(c2ccccc2)C1 (centres undefined),1,0.4,3,-2,-2,1.2,-18,1,2
CCOc1ccc(N(CC(=O)NCc2ccc3c(c2)OCO3)C(=O)c2csnn2)cc1,0.86,-2.5,-2,14,1,0.99,0,-13,-4
